Bioassay records from PubChem.
mHtt clearance – clearance of mutant huntingtin inclusions, primary screen, imaging, HeLa Exon1htt(103Q)mCFP, confocal imaging | aggregate imaging; zero = plate's median compound well | inhibition, % at 1.5 µM | actives 0.42% (n = 47,000);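 active = inhibition of aggregate fluorescence above about 70%, also judged a hit by eye on the cell image, limit read from the data, passing the limit was not always enough; inconclusive = no rule stated for this call; inactive = not judged a hit on image review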;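 note: cells exposed to compound for three days before fixation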
mHtt clearance grain fraction – also measured in mHtt clearance; calls as there; fraction fluorescence in grains; measured here: aggregate grain fluorescence fraction; active compounds read low;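 scaled fraction of total cell fluorescence in grains with unit not stated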
* marks the source's active call; other numbers are inactive results; ? = inconclusive; · = not tested or not shown.

SMILES | mHtt clearance | mHtt clearance grain fraction
O=c1c2cnn(-c3ccccc3)c2ncn1/N=C/c1ccncc1 | 22.4 | 13.8
CC1CCCC(NC(=O)Cc2ccc(Br)cc2)C1C (stereo not drawn) | -53.0 | 28.6
O=C(Nc1ccc(N2CCCC2)c(Cl)c1)c1ccc(Br)o1 | 19.8 | 17.7
O=C(Nc1cnc2ccccc2c1)c1cccnc1 | -329.3 | 176
Cc1ccc(C)c(N2CCN(C(=O)c3ccc(Cn4c(=O)[nH]c5ccccc5c4=O)cc3)CC2)c1 | 39.0 | 18.8
CN(C)c1ccc(CNC23CN4CN(CN(C4)C2)C3)cc1 | ? | ·
CCOC(=O)N1CCN(c2nc(-c3ccco3)cc(C(F)(F)F)n2)CC1 | 15.6 | 31.1
O=C(NC1CCCCC1)c1ccc(Br)o1 | 63.3 | 14.8
CCc1nc2ccccc2c(C(=O)OCC(=O)NCCCN2CCCC2=O)c1C | -39.9 | 51.4
CCNc1nc(N)nc(Oc2ccc(OCCOc3ccc(Cl)cc3Cl)nn2)n1 | -25.0 | 46.7
Cc1cc2n(n1)SC(Nc1ccccc1)N2 (stereo not drawn) | 23.7 | 16.7
CCCc1[nH]nc2c1C(c1cccc(OC)c1)C(C#N)=C(N)O2 (stereo not drawn) | 9.8 | 16.9
C=CCNC(=O)C1CC(=O)N(c2ccc(Br)cc2)C1 (stereo not drawn) | -19.1 | 35.6
O=C(c1ccc(S(=O)(=O)N2CCOCC2)cc1)N1CCCc2ccccc21 | 2.7 | 40.9
Cc1ccnc(NC(=O)CCC2COc3ccccc3O2)c1 (stereo not drawn) | 7.0 | 16.9
Cc1nn(-c2ccccc2)c2c1C(c1ccc(F)cc1F)C(C#N)=C(N)O2 (stereo not drawn) | -17.2 | 54.2
CC(C)N(C(=O)c1ccc2nc3c4ccccc4c4ccccc4c3nc2c1)C(C)C | -14.5 | 20.1
CCOC(=O)c1cnc2c(Cl)c(Cl)ccc2c1N1CCN(C)CC1 | -30.5 | 27
COc1ccc(Cl)cc1NC(=O)CCN1CCN(c2ccccc2C)CC1 | 34.1 | 25.1
CC(=O)Nc1ccccc1NC(=O)CN(C)S(=O)(=O)c1ccc(C)cc1 | 6.7 | 19.7
COC(=O)c1ccc2c(=O)n(CCCCCC(=O)N3CCN(c4ccc(F)cc4)CC3)c(=O)[nH]c2c1 | 7.0 | 16.2
CC(=O)/C(C#N)=C1\NC(=O)C(Cc2ccccc2Cl)S1 (stereo not drawn) | 30.2 | 28.1
Cc1cc(C)n2nc[n+](C)c2n1 | -13.1 | 20.9
CS(=O)(=O)Cc1nc2ccccc2oc1=O | -76.3 | 52.8
O=C(O)C12CC3CC(C1)CC(n1cnc(Cl)n1)(C3)C2 | 0.4 | 20.6
Cc1ccc(CN2CCS(=O)(=O)CC2)cc1 | 3.4 | 37.2
O=C(c1ccccc1CCc1ccccc1)N1CCOCC1 | 49.5 | 8.84
CCCCNC(=O)C1CCN(Cc2ccc(OCc3ccccc3)cc2)CC1 | -57.5 | 30.3
COC(=O)CSc1nnc([C@H](Cc2ccccc2)NC(=O)OC(C)(C)C)o1 | -15.8 | 24.1
CCCCC(=O)NC(NC(=S)N1CCOCC1)C(Cl)(Cl)Cl (stereo not drawn) | 28.3 | 22.7
CCc1c(C#N)c(N)nc(SCC(=O)OCc2ccccc2)c1C#N | 15.7 | 31
Cc1ccc(NC(=O)N(C2=NCC(C)S2)c2ccccc2)cc1 (stereo not drawn) | 11.4 | 17
COc1ccc(S(=O)(=O)Nc2ccc3c(c2)OCCO3)cc1Cl | 0.3 | 19.7
Cc1cc2nnc(SC(C)C)n2c2ccccc12 | 65.6 | 6.89
Cc1ccccc1NC(=O)CSc1nc(Nc2ccccc2)nc(N2CCOCC2)n1 | 10.3 | 19.2
O=C(COC(=O)C1CC2C=CC1C2)Nc1ccc2c(c1)OC(F)(F)O2 (stereo not drawn) | 5.2 | 43.9
CCOC(=O)c1ccc(NC(=O)NC2CC3CCC(C2)N3Cc2nnnn2Cc2ccco2)cc1 (stereo not drawn) | -16.6 | 45.1
Cc1c(C(=O)N2CCOCC2)[nH]c2ccc(OCc3ccccc3)cc12 | 12.8 | 33.1
C=C(C)C1CC=C(C)/C(=N/NC(=O)c2ccc(NC(=O)c3cccc(C)c3)cc2)C1 (stereo not drawn) | -31.0 | 49.3
Cn1c(=O)c(=O)n(C)c2cc(S(=O)(=O)N3CCN(C4CCCCC4)CC3)ccc21 | -4.5 | 47.1
Cc1ccc(OCCn2cc(Br)c(=O)[nH]c2=O)cc1 | 33.4 | 28
CCCCNC(=O)Nc1cc(C(=O)OC)ccc1Cl | 28.9 | 16.6
Cc1cc(C)n(/N=C\c2c(O)ccc3ccccc23)c(=O)c1C(N)=O | -54.4 | 31.1
Cc1nc2c(sc3nc4c(cc32)COC(C)(C)C4)c(=O)o1 | 4.0 | 34.1
CCn1nc(CC(=O)Nc2nnc(CC(=O)N3CCOCC3)s2)c2ccccc2c1=O | -19.8 | 46.3
CCN(CC(=O)Nc1ccccc1C(=O)OC)S(=O)(=O)c1ccc(OC)cc1 | -48.6 | 58
COc1cc(OC)cc(C(=O)Nc2ccc(-n3cnnn3)c(C)c2)c1 | -82.7 | 33
Cc1nc2c(o1)CCc1ccccc1C2N1CCN(C)CC1 (stereo not drawn) | 4.8 | 35
CC(NC(=O)c1cccc(F)c1)C(c1cccs1)N1CCN(C)CC1 (stereo not drawn) | 0.8 | 36.5
O=C(CSc1nnc(Cc2ccccc2)o1)NC1CCCCC1 | -42.6 | 26.3
CCOC(=O)CN1CC23C=CC(O2)C(C(=O)Nc2ccc(OC)cc2OC)C3C1=O (stereo not drawn) | -26.3 | 42.2
CC(NCc1cccn1C)c1ccccc1 (stereo not drawn) | -1.5 | 39.4
CN1Cc2c(N3CCOCC3)nc(SCc3ccccc3)c(C#N)c2CC1(C)C | 8.3 | 30
COC(=O)c1cccc(NC(=O)c2cccs2)c1C | 0.9 | 19.4
CN(C)CCCNC(=O)CCc1nc2ccccc2c(=O)[nH]1 | 12.0 | 35.1
C/C(NC1CCCCC1)=C(/C#N)C(=O)NCCN1CCOCC1 | 45.0 | 18.6
Cc1ccc(N(CC(=O)NC2CCCCCC2)S(=O)(=O)c2c(C)nn(C)c2C)cc1 | 0.1 | 34.6
N#Cc1ccc(C(c2nnnn2CCc2ccccc2)N2CCCCCC2)cc1 (stereo not drawn) | 15.4 | 17.6
Cc1ccccc1OC(=O)Cn1c(C(F)(F)F)nc2ccccc21 | 13.9 | 18.4
O=C(NCc1ccccc1)NC1(C(=O)N2CCN(c3ncccn3)CC2)CCCCC1 | -57.3 | 28.4

Reformatted: results already given.
The line under a structure holds: mHtt clearance, mHtt clearance grain fraction
CCc1c(C#N)c(N)nc(SCC(=O)OCc2ccccc2)c1C#N
 : 15.7, 31
Cc1ccc(NC(=O)N(C2=NCC(C)S2)c2ccccc2)cc1 (stereo not drawn)
 : 11.4, 17
COc1ccc(S(=O)(=O)Nc2ccc3c(c2)OCCO3)cc1Cl
 : 0.3, 19.7
Cc1cc2nnc(SC(C)C)n2c2ccccc12
 : 65.6, 6.89
Cc1ccccc1NC(=O)CSc1nc(Nc2ccccc2)nc(N2CCOCC2)n1
 : 10.3, 19.2
O=C(COC(=O)C1CC2C=CC1C2)Nc1ccc2c(c1)OC(F)(F)O2 (stereo not drawn)
 : 5.2, 43.9
CCOC(=O)c1ccc(NC(=O)NC2CC3CCC(C2)N3Cc2nnnn2Cc2ccco2)cc1 (stereo not drawn)
 : -16.6, 45.1
Cc1c(C(=O)N2CCOCC2)[nH]c2ccc(OCc3ccccc3)cc12
 : 12.8, 33.1
C=C(C)C1CC=C(C)/C(=N/NC(=O)c2ccc(NC(=O)c3cccc(C)c3)cc2)C1 (stereo not drawn)
 : -31.0, 49.3
Cn1c(=O)c(=O)n(C)c2cc(S(=O)(=O)N3CCN(C4CCCCC4)CC3)ccc21
 : -4.5, 47.1
Cc1ccc(OCCn2cc(Br)c(=O)[nH]c2=O)cc1
 : 33.4, 28
CCCCNC(=O)Nc1cc(C(=O)OC)ccc1Cl
 : 28.9, 16.6
Cc1cc(C)n(/N=C\c2c(O)ccc3ccccc23)c(=O)c1C(N)=O
 : -54.4, 31.1
Cc1nc2c(sc3nc4c(cc32)COC(C)(C)C4)c(=O)o1
 : 4.0, 34.1
CCn1nc(CC(=O)Nc2nnc(CC(=O)N3CCOCC3)s2)c2ccccc2c1=O
 : -19.8, 46.3
CCN(CC(=O)Nc1ccccc1C(=O)OC)S(=O)(=O)c1ccc(OC)cc1
 : -48.6, 58
COc1cc(OC)cc(C(=O)Nc2ccc(-n3cnnn3)c(C)c2)c1
 : -82.7, 33
Cc1nc2c(o1)CCc1ccccc1C2N1CCN(C)CC1 (stereo not drawn)
 : 4.8, 35
CC(NC(=O)c1cccc(F)c1)C(c1cccs1)N1CCN(C)CC1 (stereo not drawn)
 : 0.8, 36.5
O=C(CSc1nnc(Cc2ccccc2)o1)NC1CCCCC1
 : -42.6, 26.3

New compounds follow:
SMILES | mHtt clearance | mHtt clearance grain fraction
CCOC(=O)c1ccc(C(=O)OCC)nc1 | -6.8 | 42.2
CSc1nc2c(c(=O)[nH]1)C(c1cccs1)C1=C(CCCC1=O)N2 (stereo not drawn) | -24.1 | 45.7
CC1CCN(C(=O)CN(C2CCCCC2)S(C)(=O)=O)CC1 | 16.6 | 17.6
CCOc1ccc(NC(=O)c2ccc(OC)cc2)cc1 | 4.3 | 38
CCOC(=O)c1c(NC(=O)C2c3ccccc3Oc3ccccc32)sc(C(=O)N(CC)CC)c1C | -69.4 | 56.6
NS(=O)(=O)c1ccc(CNC(=O)C2CCCCC2)cc1 | 27.1 | 14.3
CC(=O)C1=C(C)NC(=O)NC1c1cc(Br)ccc1OCC(N)=O (stereo not drawn) | -14.7 | 22.4
O=C(COc1ccc(F)cc1)Nc1nnc(-c2ccncc2)s1 | ? | ·
COc1ccc(-n2ncc3c(NCc4cccs4)ncnc32)cc1 | -31.2 | 26.7
Clc1ccccc1Sc1cnc2ccccc2n1 | 19.8 | 30.5
COc1cc2c3nnc(-c4ccc(F)cc4)c-3cn(Cc3ccc(C)cc3)c2cc1OC | -195.9 | 139
Cc1ccc(C(=O)Nc2cccc(C(=O)NCc3ccco3)c2)cc1 | -38.5 | 25.2
O=C(COC(=O)c1ccc(S(=O)(=O)Nc2ccccc2)cc1)NCCN1C(=O)CSC1=O | -30.5 | 27.6
COc1cc2c(cc1OC)C(c1cccs1)NCC2 (stereo not drawn) | 11.8 | 38.8
CC1(C)CC(=O)C=C(Nc2cc(-c3ccccc3)[nH]n2)C1 | 62.7 | 16.7
Cc1ccccc1C(=O)NC1CCN(Cc2nnnn2Cc2ccc(F)cc2)CC1 | 4.8 | 34.6
CCc1cc2c(=O)c(-c3cnn(-c4ccccc4)c3)coc2c(CN2CCOCC2)c1O | -44.2 | 52.4
Cc1cc(C)cc(OCc2nnc(SCC(=O)Nc3ccccc3)o2)c1 | 15.8 | 15
CCCCC(=O)c1ccc(O)cc1O | 10.9 | 16.5
O=C(O)c1coc2ccccc12 | -30.8 | 26.5
CCCCN(Cc1ccccc1)C(=O)c1cnc2n(c1=O)CCS2 | 0.6 | 36.8
CC(C)CCn1c(N)c(S(=O)(=O)c2cccs2)c2nc3ccccc3nc21 | -11.2 | 21.5
CCOC(=O)C1=C(c2ccccc2)NC(SCC(=O)NC2CCCCC2)=C(C#N)C1c1ccco1 (stereo not drawn) | -35.0 | 25.9
CC(=O)N1CCN(C(=O)COc2ccc(Br)cc2)CC1 | -21.3 | 53.6
O=C(CSc1nc2ccccc2[nH]1)NCCN1CCCCC1 | 0.0 | 20.7
Nc1cc(=O)[nH]c(SCCNS(=O)(=O)c2ccccc2)n1 | 30.4 | 13.3
Cc1ccccc1CS(=O)(=O)CCC(=O)N1CCN(c2ccc(N3CCOCC3)nn2)CC1 | -0.7 | 18.6
COc1cc(C)ccc1OCCCCN1CC(C)OC(C)C1 (stereo not drawn) | -44.6 | 28.3
Fc1ccccc1C(c1nnnn1C1CCCC1)N1CCN(Cc2ccccc2)CC1 (stereo not drawn) | 36.8 | 12.2
CCCOC(=O)c1cccc(NC(=O)C(C)(C)C)c1 | 40.3 | 21.3
Cn1cccc1Cc1nnc(SCC(=O)Nc2ccccc2F)n1CCc1ccccc1 | 50.0 | 15.4
CCC(O)(CCN1CCCCC1)c1ccccc1 (stereo not drawn) | -17.6 | 45.1
CC(C)(C)NC(=O)COC(=O)Cc1ccc(Cl)cc1 | 14.5 | 32.5
O=C(CN1CCCCC1)NCCNC(=O)CN1CCCCC1 | -21.7 | 23.5
CCC(=O)Nc1nc(CC(=O)Nc2ccccc2)cs1 | -6.4 | 22
COc1cccc(NC(=O)CSc2nnc(-c3cc(-c4ccccn4)nc4ccccc34)o2)c1 | -29.3 | 21.5
COC(=O)CC/C(C)=N\Nc1ccc([N+](=O)[O-])cc1[N+](=O)[O-] | 22.8 | 25.8
CC1(C)CC(=O)C2=C(C1)N(Cc1ccco1)C(=O)C2(O)C(F)(F)F (stereo not drawn) | 0.8 | 34.4
Cc1ccc(CCNc2ccccc2C)cn1 | 57.4 | 8.18
N#Cc1nc(Cc2ccccc2)oc1N1CCN(c2ccccc2)CC1 | -17.0 | 46.3
Cc1occc1-c1nc(-c2ccccn2)no1 | -33.9 | 25.6
CCOC(=O)c1oc2cc(O)ccc2c(=O)c1-c1csc(C)n1 | -40.4 | 25.6
Cc1ccc(C2C(=O)N(C3CCCC3)CC(=O)N2CC2COc3ccccc3O2)cc1 (stereo not drawn) | -19.3 | 26.1
Nc1nc(OCC(F)(F)F)cc(Oc2ccccc2F)n1 | -2.7 | 43.6

Some of the compounds tested (hit frequency here may not be typical).
